EBV LMP1 NFkB = EBV LMP1-driven NF-kappaB luciferase reporter inhibitors, primary screen, cell-based, luminescence, single point; LMP1-induced NF-kappaB luciferase reporter cells; inhibition, % at 12.5 µM; hit rate 0.69% among 350,000; in the data active = inhibition above about 41%;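 note: 0% = neutral control wells and 100% = reference inhibitor control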
NCOA2 inhibitor = inhibition of GAL4-SRC2 driven luciferase reporter, primary screen, SRC2 inhibitor project, cell-based, luminescence | Nuclear receptor coactivator 2 (Homo sapiens), Q15596 | HEK293 GAL4-SRC2 luciferase reporter | inhibition, % at 9 µM | hit rate 0.17% among 370,000 | AID 651957, 2012;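 active = inhibition above the mean inhibition of all tested compounds plus 3 SD, set per campaign, cut at about 52% in these data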;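 note: 0% = DMSO treated cells and 100% = cells given Gossypol at 36 µM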
CF NFkB inh = inhibitors of PAF-induced NF-kB signaling, primary screen, cell-based, GFP fluorescence, uHTS; hit rate 0.86% among 360,000; inhibition, % at 5 µM; AID 588850, 2011; KKLEB NF-kB-GFP reporter, GFP fluorescence overnight;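 active = at least 50% inhibition at 5 µM, scaled per plate between neutral and stimulator controls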;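 note: PAF is a Pseudomonas aeruginosa culture filtrate used as stimulus; plate controls were PAF-stimulated DMSO wells for no effect and unstimulated DMSO wells for full effect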
NR5A2 inv ag = LRH-1 (NR5A2) inverse agonists, primary screen, cell-based, luminescence, HEK293T, StAR-luciferase reporter; Nuclear receptor subfamily 5 group A member 2 (Homo sapiens), O00482; LRH-1 transfected, 24 h; inhibition, % at 3.6 µM; hit rate 0.13% among 360,000; AID 602396, 2012;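 active = inhibition above the mean inhibition of all tested compounds plus 3 SD, cut at about 73% in these data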;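 note: 0% = DMSO wells and 100% = reporter-only cells lacking LRH-1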
TRAIL sens C8 = viability loss with TRAIL in NB7+C8 cells, primary screen, TRAIL sensitizer project, cell-based, ATPlite luminescence; hit rate 1% among 360,000; inhibition (viability loss, TRAIL sensitization), % at 10 µM;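 active = compounds causing at least 50% loss of cell viability in the single-dose screen, relative to plate controls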
TWEAK-Fn14 inh = inhibitors of TWEAK-Fn14 signaling, primary screen, luciferase reporter cells, uHTS | TWEAK-stimulated Fn14 reporter cells, luciferase luminescence, 8 h | inhibition, % at 10 µM | hit rate 2% among 360,000; in the data active = inhibition above about 50%
NR2F2 inh = NR2F2 transcriptional activity inhibitors, primary screen, cell-based, luciferase reporter, HEK293T, luminescence; HEK293T NGFI-A luciferase reporter; inhibition, % at 8.6 µM; hit rate 0.7% among 370,000;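 active = inhibition above a per-plate cutoff, mean inhibition of test wells between control levels plus 3 SD, cut at about 38% in these data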;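 note: cells cotransfected with COUP-TFII expression vector driving the NGFI-A reporter; 0% = median of COUP-TF2 test wells and 100% = reporter-only cells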
KKLEB tox = cytotoxicity in KKLEB CF airway cells, primary screen, cytotoxicity control for CF NF-kB inhibitor project, cell-based, uHTS, fluorescence assay plates; KKLEB CF airway cells viability, ATPlite luminescence, overnight; active compounds read low; cells stimulated with P. aeruginosa culture filtrate; activity change (cytotoxicity), % at 5 µM; hit rate 0.36% among 360,000; AID 602141, 2011;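 active = corrected activity change at or below -50% at 5 µM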
NCOA3 inh = SRC3 coactivator transcriptional activity inhibitors, primary screen, cell-based, luminescence | hit rate 0.17% among 360,000 | Nuclear receptor coactivator 3 (Homo sapiens), Q9Y6Q9 | HEK293 GAL4-SRC3 luciferase reporter | inhibition, % at 3.6 µM;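 active = inhibition above a per-campaign cutoff, the mean of all compounds plus 3 SD, cut at about 60% in these data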;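 note: 0% = DMSO-treated cells and 100% = gossypol-treated cells at 36 µM; higher means less SRC3-driven luciferase light from the GAL4 reporter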
Target sequence (Q9Y6Q9 whole entry, looked up, the tested form may be a part): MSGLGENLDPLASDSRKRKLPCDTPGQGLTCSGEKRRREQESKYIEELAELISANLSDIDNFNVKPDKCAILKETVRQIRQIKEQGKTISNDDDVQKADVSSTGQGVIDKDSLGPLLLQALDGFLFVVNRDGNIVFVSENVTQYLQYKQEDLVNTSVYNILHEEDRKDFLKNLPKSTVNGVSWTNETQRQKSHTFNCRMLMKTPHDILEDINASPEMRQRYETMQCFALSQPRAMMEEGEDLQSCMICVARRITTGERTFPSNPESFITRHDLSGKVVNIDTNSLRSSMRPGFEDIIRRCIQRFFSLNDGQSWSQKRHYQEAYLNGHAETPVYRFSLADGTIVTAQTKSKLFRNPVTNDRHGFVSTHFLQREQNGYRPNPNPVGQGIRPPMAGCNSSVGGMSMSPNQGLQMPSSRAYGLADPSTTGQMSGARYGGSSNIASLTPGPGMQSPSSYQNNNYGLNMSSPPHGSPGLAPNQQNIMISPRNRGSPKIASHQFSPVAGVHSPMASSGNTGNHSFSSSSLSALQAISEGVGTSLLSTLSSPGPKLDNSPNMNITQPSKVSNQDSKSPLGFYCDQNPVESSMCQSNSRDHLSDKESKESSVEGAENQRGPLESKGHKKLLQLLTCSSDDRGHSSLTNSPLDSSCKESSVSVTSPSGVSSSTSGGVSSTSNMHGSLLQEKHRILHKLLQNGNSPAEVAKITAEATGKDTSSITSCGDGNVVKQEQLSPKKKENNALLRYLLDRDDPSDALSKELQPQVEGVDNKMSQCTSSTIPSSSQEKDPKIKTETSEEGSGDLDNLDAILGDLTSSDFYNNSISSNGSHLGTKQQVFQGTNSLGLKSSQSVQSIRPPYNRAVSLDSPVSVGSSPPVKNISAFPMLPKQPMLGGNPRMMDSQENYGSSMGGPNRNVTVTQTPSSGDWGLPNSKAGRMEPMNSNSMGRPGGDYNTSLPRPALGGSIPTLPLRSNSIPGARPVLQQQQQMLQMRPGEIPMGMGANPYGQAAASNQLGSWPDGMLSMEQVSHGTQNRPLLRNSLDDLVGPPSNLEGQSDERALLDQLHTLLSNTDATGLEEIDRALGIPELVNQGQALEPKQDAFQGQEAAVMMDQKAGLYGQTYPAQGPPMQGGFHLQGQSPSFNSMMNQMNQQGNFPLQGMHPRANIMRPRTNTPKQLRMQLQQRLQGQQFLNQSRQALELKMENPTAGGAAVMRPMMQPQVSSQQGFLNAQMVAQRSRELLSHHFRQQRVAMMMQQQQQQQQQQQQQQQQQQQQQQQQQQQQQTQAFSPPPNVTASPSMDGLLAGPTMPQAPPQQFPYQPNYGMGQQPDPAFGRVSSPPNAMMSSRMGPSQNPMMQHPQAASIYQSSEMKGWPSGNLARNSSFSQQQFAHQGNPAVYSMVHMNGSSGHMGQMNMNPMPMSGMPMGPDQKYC
TROY signal inh = inhibitors of TROY-driven NF-kB signaling, primary screen, Q293 LMP1-TROYcd cells, NF-kB luciferase, uHTS; hit rate 0.98% among 360,000; Q293 LMP1-TROYcd NF-kB luciferase reporter, 4 h; AID 1347056, 2019; inhibition, % at 10 µM;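 active = compounds whose plate-normalised and pattern-corrected inhibition of the luciferase reporter signal at the single screening dose is 50% or more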
NCOA1 inh = SRC1 coactivator transcriptional activity inhibitors, primary screen, cell-based, luminescence | HEK293 GAL4-SRC1 luciferase reporter | AID 588354, 2011 | Nuclear receptor coactivator 1 (Homo sapiens), Q15788 | hit rate 0.12% among 360,000 | inhibition, % at 3.6 µM;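 active = inhibition above the campaign mean plus 3 SD, with each screening campaign given its own cutoff, cut at about 60% in these data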;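 note: 0% = DMSO treated cells and 100% = gossypol at 36 µM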
Starred values were filed as active, the others as inactive; · = no result given.

Compound,KKLEB tox,CF NFkB inh,EBV LMP1 NFkB,NCOA2 inhibitor,TROY signal inh,NR2F2 inh,TRAIL sens C8,NCOA3 inh,NR5A2 inv ag,NCOA1 inh,TWEAK-Fn14 inh
COc1cc(OC)cc(-c2nc(-c3ccccc3)no2)c1,6,0,-52,3,-77,-6,6,19,-7,-1,-37
NC(=O)CC[C@@H]1NC(=O)[C@H](Cc2ccc(O)cc2)NC(=O)c2cc([N+](=O)[O-])cc(F)c2OCC[C@@H](C(N)=O)NC1=O,7,-15,10,-33,-9,-8,-1,21,-8,-17,5
Cc1ccc(NC(=O)[C@H](C)NC(=O)C2CCN(C(=O)[C@H](CC(C)C)NC(=O)OC(C)(C)C)CC2)cc1,-8,-6,1,-18,7,4,-2,2,6,0,-4
Cc1cc(S(=O)(=O)Nc2nc(CN3CCOCC3)nc3sc4c(c23)CCCC4)ccc1F,2,9,2,-22,0,3,9,17,-17,3,11
CC(CN1CCC(n2nccc2NC(=O)c2ccccc2Cl)CC1)c1ccccc1 (stereo not drawn),10,-7,-4,-29,-4,-1,-4,10,1,8,-18
COc1ccc(CCNC(=O)c2cc(S(=O)(=O)N3CCCCCC3)ccc2OC)cc1OC,-13,5,9,-1,-13,16,5,1,21,-21,-7
CSCC[C@H](NC(=O)OC(C)(C)C)C(=O)N/N=C/c1cccc2cccnc12,-2,7,0,0,0,15,-4,21,18,4,-6
CC(C)n1nnc2c(=O)oc3ccccc3c21,15,2,5,-12,2,5,16,10,3,12,0
COc1ccccc1N1CCN(c2ccc([N+](=O)[O-])cc2Cl)CC1,-19,11,5,6,-4,1,-20,26,4,11,10
c1c[nH]c(CN2CCN(Cc3ncc[nH]3)CC2)n1,7,-10,2,-4,7,-4,-6,28,3,-10,-4
Cn1nnnc1SCCNCC#Cc1ccccc1,-7,7,3,-14,2,5,-2,11,1,-10,1
Cc1occc1-c1nnc(SCC(=O)Nc2ccc(F)cc2)n1Cc1ccccc1,-4,-6,-2,4,-1,9,0,19,5,-2,-11
CC1(C)Oc2ccc3ccc(=O)oc3c2-c2cnoc21,4,-3,0,5,-13,1,-16,-30,7,0,-3
Cc1cc(C)nc(SCc2nc3ncccn3c2Br)n1,-9,9,-6,-21,-1,-4,-3,-15,-45,-9,-17
Cc1ccc(-c2cc(C(=O)NN=C3CCCC3)c3ccccc3n2)cc1,3,-8,5,0,-27,0,25,-40,-20,8,21
CCN(CC)CCN=c1c(C)nc(C#N)c(N)n1O,4,-16,2,10,4,2,-19,2,-31,-8,-10
Cc1ccc(-n2nc3c(=O)n(CC(=O)NCCc4ccco4)nc(C)c3c2C)cc1,1,-26,2,2,-3,-1,9,-1,-8,1,0
CC(C)c1ccc(NC(=O)CCCN2C(=S)NC(C)(C)CC2C)cc1 (stereo not drawn),-4,-11,-8,-5,-31,-7,-18,12,0,14,4
C=CCn1c(SCC(=O)N2CCN(CCO)CC2)nc2sc3c(c2c1=O)CCC3,14,-25,-4,-11,6,9,11,10,10,-11,4
CCOc1ccc(/C=C/C(O)=C2/C(=O)NC3(C)CC2c2ccccc2O3)cc1OC (stereo not drawn),-11,15,-44,-8,17,-3,25,33,31,22,36
Cc1nn(-c2ccccc2)c(Cl)c1C(=O)Nc1c(C)n(C)n(-c2ccccc2)c1=O,-1,2,6,-33,-3,-8,-16,-17,-14,6,8
COCCNC(=O)c1ccccc1NC(=O)c1ccccc1SC,8,-15,1,11,4,1,9,9,-7,7,-4
Cc1ccc(NC(=O)CNc2cccc(S(=O)(=O)N3CCOCC3)c2)cc1F,-8,11,-4,-6,6,13,17,11,-2,-3,5
Cc1cc(C)n(S(=O)(=O)c2ccccc2[N+](=O)[O-])n1,-1,-4,-7,7,9,3,-13,-1,8,13,9
O=C(COC(=O)CCc1nc2ccccc2c(=O)[nH]1)Nc1ccccc1OC(F)F,12,4,-4,-16,2,-9,0,-11,-3,8,7
C/C(=N\O)C(C)(C)Nc1ccc(F)cc1,3,-8,-1,-13,11,-20,15,10,-14,-7,6
COCCNC(=O)C1(C)CCN(Cc2ccc(C(C)C)cc2)C1 (stereo not drawn),13,-8,·,16,9,9,-15,-13,-31,-12,-14
COc1ccc(NC(=O)NCCCN2CCC(Cc3ccccc3)CC2)cc1,-1,-1,-4,-23,-6,-4,-5,11,0,6,2
O=[N+]([O-])c1ccc(NN=CCCc2ccccc2)nc1,3,-2,-7,-32,-51,-26,-5,-39,-53,-49,-3
Nc1c([N+](=O)[O-])c(=O)oc2ccccc12,-6,-2,1,-4,10,-1,-4,7,1,-16,1
Cc1ccc(C(=O)NCC(c2cccs2)N(C)C)cc1S(=O)(=O)N1CCOCC1 (stereo not drawn),9,4,-11,-15,-24,1,-4,-23,-30,-6,-1
CCOC(=O)N1CCN(C(=O)CSc2ccc(-c3ccc(OC)cc3)nn2)CC1,-3,-2,2,-28,-34,-3,20,-29,-30,9,-10
COc1ccc2cc3cc(C(=O)N4CCCCC4C)oc3nc2c1 (stereo not drawn),-10,-30,-32,-110,5,-33,31,-125,-109,-130,31
COc1ccc(N2CCN(C(=O)CSc3nnc(COc4cccc5cccnc45)o3)CC2)cc1,14,-8,1,7,-8,-3,-12,-7,-3,-10,-9
COc1ccccc1CNC(=O)c1ccc(CS(=O)(=O)c2ccc(C)cc2)o1,1,4,3,6,-5,-2,-13,-10,-3,4,-4
COc1ccc(/C=N/NC(=O)c2cccnc2)cc1COc1ccc(NC(C)=O)cc1,-7,5,13,-4,13,7,12,6,7,-24,-5
CCOC(=O)C1CCCN(CC(=O)Nc2cc(C)cc(C)c2)C1 (stereo not drawn),7,2,0,-13,18,6,2,7,4,-15,-5
CN(C)S(=O)(=O)c1cc(C(=O)OCCn2cnc3c2c(=O)n(C)c(=O)n3C)ccc1Cl,-7,-3,0,-12,15,2,2,1,-8,-6,3
Cn1ncc(SCc2ccccc2)c(Cl)c1=O,7,5,6,21,3,6,3,-5,23,9,-1
CCCC1=C(C(=O)OCC)C(c2c(C)nn(-c3ccccc3)c2Cl)C(C#N)=C(N)O1 (stereo not drawn),-26,6,7,-5,·,6,-9,-9,16,-4,16
CCC(C(=O)NCc1cccnc1)n1nc(C)n2c(cc3occc32)c1=O (stereo not drawn),14,-2,-11,8,0,-5,8,-4,14,2,4
CCCC(c1nnnn1C(C)(C)C)N1CCN(Cc2ccccc2OC)CC1 (stereo not drawn),-18,32,3,6,-11,4,1,13,12,-26,12
O=C(NC(=S)Nc1ccc2oc(=O)ccc2c1)c1ccco1,-10,-5,2,-11,-18,3,11,0,-13,-29,-15
Cc1ccc(Cc2nc(-c3cccnc3)no2)cc1,15,-21,-1,11,-37,7,-12,-7,21,-7,-3
O=C(CCNS(=O)(=O)c1ccc(Br)cc1)NCC(c1cccs1)N1CCOCC1 (stereo not drawn),5,12,13,-6,-5,22,-4,-23,6,-2,7
Cc1cc(=O)oc2c(C)c(OC3CCCCC3=O)ccc12 (stereo not drawn),-10,-10,-2,-33,-12,-26,11,-22,-9,-17,-7
O=C(NCc1ccccc1)c1ccc(CS(=O)Cc2ccc(Cl)cc2)o1 (stereo not drawn),-9,24,-5,-9,0,20,11,8,10,2,11
CCOC(=O)C1CCN(C(=O)COC(=O)c2cc(-c3cccs3)nn2-c2ccccc2)CC1,0,-5,-10,25,-25,-17,12,11,14,-12,-13
Cc1cc(C)n2nc(CC(=O)NCc3ccccc3Cl)nc2n1,-3,-2,-10,-4,6,-9,-10,1,-2,-6,10
Cc1cc(NC(=O)COC(=O)CCNS(=O)(=O)c2c(Cl)cccc2Cl)no1,17,-4,-2,-4,14,26,-10,14,-13,-1,-54
CCCn1nnnc1SCC(=O)N(C(C)C)C(C)C,5,2,-7,25,-10,4,-2,-6,20,4,0
CCOc1ccc([N+](=O)[O-])cc1CNC1CCCCCCC1,-4,2,5,10,15,6,9,10,-3,13,-11
O=C(c1ccc2c(c1)OCO2)N1CCN(c2ccc(Cl)cc2)CC1,2,-12,-13,10,-4,3,-4,19,-1,-5,12
CC(C)Oc1ccc(C(=O)OCC(=O)NC2CCCCCC2)cc1,0,-7,3,-4,3,21,-11,-10,-10,8,0
O=C(COC(=O)Cc1ccc(Cl)cc1)NCc1ccc2c(c1)OCO2,0,-15,-4,-11,-5,-1,-11,4,2,6,-14
Cc1cc(C)c(-n2c(SCC(=O)N3CCOCC3)n[nH]c2=O)c(C)c1,6,-6,-2,-55,2,-21,-10,16,1,9,12
CCCNC(=O)C1(C)CCCN(Cc2c(C)nn(-c3ccccc3)c2C)C1 (stereo not drawn),-3,1,·,0,-22,-9,3,15,-16,3,0
CCOC(=O)CCc1c(C)nc2cc(-c3ccc(F)cc3)[nH]n2c1=O,-2,27,-2,-51,-7,-28,-20,-129,-96,-72,-9
COc1ccc(CCNC(=O)COC(=O)Cn2cnc3ccccc3c2=O)cc1,-1,-3,-4,-18,10,7,-12,0,34,5,-6
c1ccc(-c2csc(Nc3nc(N4CCOCC4)nc(N4CCOCC4)n3)n2)cc1,-1,4,9,-61,-22,-22,11,10,2,11,-9

Next structures follow.
Compound,KKLEB tox,CF NFkB inh,EBV LMP1 NFkB,NCOA2 inhibitor,TROY signal inh,NR2F2 inh,TRAIL sens C8,NCOA3 inh,NR5A2 inv ag,NCOA1 inh,TWEAK-Fn14 inh
O=C(c1ccccc1)N1CCN(S(=O)(=O)c2cccc(NS(=O)(=O)c3ccccc3)c2)CC1,-10,-3,-10,-7,-32,16,5,13,13,8,-22
CN(CCC#N)C(=O)CSc1nc2scc(-c3ccccc3)c2c(=O)[nH]1,1,6,-2,-15,1,16,-14,19,5,-7,8
CCC(C)NC(=O)c1cc(-c2ccccc2O)on1 (stereo not drawn),-5,-17,-33,-42,-52,-58,7,-80,-101,-59,-50
O=C(CCC(=O)c1cccs1)OCc1nnc(-c2ccccc2)o1,3,-6,-3,-8,7,-12,10,15,-7,5,-13
O=C1C2C3C=CC(C3)C2C(=O)N1c1n[nH]c(CCc2ccccc2)n1 (stereo not drawn),12,3,-10,-3,-17,-4,4,-1,7,6,6
O=C1C=CC(=O)N1c1ccc(Nc2ccccc2)cc1,12,9,-8,-23,1,9,-10,-5,-22,-13,8

Assay outcomes: PubChem, several laboratories

The order is random; any-hit rate near 4.2%.
